Compound activity: PubChem, Broad Institute
IDH1 mut inh – inhibitors of human IDH1 R132H. 70,000 compounds, 0.18% hits. IDH1 R132H reductase, diaphorase/resazurin fluorescence, 60 min. AID 624101. inhibition, % at 10 µM; in the data active = inhibition above about 34%;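 note: 0% = DMSO and 100% = no enzyme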
Target sequence (O75874 whole entry R132H): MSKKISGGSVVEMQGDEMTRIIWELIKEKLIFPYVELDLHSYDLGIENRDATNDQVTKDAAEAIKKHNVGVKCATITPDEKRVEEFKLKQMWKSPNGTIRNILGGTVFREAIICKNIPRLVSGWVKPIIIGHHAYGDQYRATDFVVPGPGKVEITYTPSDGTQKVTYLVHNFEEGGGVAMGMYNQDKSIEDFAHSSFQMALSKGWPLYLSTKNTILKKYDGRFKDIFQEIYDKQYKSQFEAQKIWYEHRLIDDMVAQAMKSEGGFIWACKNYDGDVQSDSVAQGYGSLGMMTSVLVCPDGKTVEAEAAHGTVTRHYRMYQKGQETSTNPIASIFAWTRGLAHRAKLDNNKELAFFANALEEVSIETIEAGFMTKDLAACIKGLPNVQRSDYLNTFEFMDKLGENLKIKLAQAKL
EZH2 inh – inhibitors of human EZH2/PRC2 methyltransferase. AID 651548. PRC2 H3K27 methylation, DELFIA TRF, 1 h. Q15910. 57,000 compounds, 0.35% hits. inhibition, % at 12.5 µM;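 active = mean inhibition of replicates at least 50% and every single replicate also reaching 50%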;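 note: dimethyl H3K27 on biotinylated H3 21-44 peptide detected by antibody; plate controls were median neutral control wells for no effect and median positive control wells for full effect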
* = called active by the depositor; / = no result given.

SMILES	IDH1 mut inh	EZH2 inh
Cc1noc(C)c1NC(=O)Nc1ccc2c(c1)CC(=O)N([C@@H](C)CO)C[C@@H](C)[C@@H](CN(C)C(=O)Nc1ccc3c(c1)OCO3)O2	7.0	/
COc1ccc(S(=O)(=O)Nc2cccc3c2O[C@@H](CN(C)S(C)(=O)=O)[C@@H](C)CN([C@H](C)CO)C3=O)cc1	-6.2	/
OC(COc1ccccc1F)Cn1cnc2ccccc21 (centres undefined)	-0.1	0
O=C(CCCCC(=O)N/N=C/c1cc2c(cc1Br)OCO2)NO	/	10
NC(=O)[C@H]1[C@@H]2C(=O)O[C@@H](c3ccccc3)[C@@H](c3ccccc3)N2[C@@H](c2ccccc2OCCO)[C@]12C(=O)Nc1ccccc12	/	-38
Cc1ccc(S(=O)(=O)Nc2ccc3c(c2)C(=O)N([C@@H](C)CO)C[C@H](C)[C@@H](CN(C)C(=O)Nc2cccc4ccccc24)O3)cc1	-0.6	/
C[C@H](CO)N1C[C@H](C)[C@H](CN(C)C(=O)Nc2ccc(F)cc2)Oc2cc(-c3ccncc3)ccc2S1(=O)=O	/	-15
C[C@@H]1CN([C@H](C)CO)C(=O)CCCn2cc(nn2)CO[C@@H]1CN(C)Cc1cccc2c1OCCCO2	0.6	7
CCOC(=O)C1=C(C)NC(=O)C1(NC(=O)c1cccnc1)C(F)(F)F (centres undefined)	0.3	/
C[C@H]1CN([C@@H](C)CO)C(=O)Cc2cc(NC(=O)Cc3ccccc3)ccc2O[C@H]1CN(C)S(=O)(=O)c1ccccc1	0.1	-2
COCC#Cc1cnc2c(c1)C(=O)N([C@H](C)CO)C[C@H](C)[C@@H](CN(C)Cc1ccc(F)cc1)O2	0.4	/
C[C@H](CO)N1C[C@H](C)[C@@H](CN(C)C(=O)c2ccccc2)OCc2cnnn2CCCC1=O	0.7	-2
C[C@H](CO)N1C[C@H](C)[C@H](CN(C)S(=O)(=O)c2ccc(F)cc2)Oc2ccc(NS(=O)(=O)c3cccs3)cc2CC1=O	-0.3	/
CNC[C@H]1Oc2ccc(NC(=O)Nc3ccc4c(c3)OCO4)cc2C(=O)N([C@@H](C)CO)C[C@@H]1C	1.4	-5
COc1cccc(C(=O)Nc2ccc3c(c2)C(=O)N(C)C[C@@H](OC)[C@@H](C)CN(C)[C@H](C)CO3)c1	0.1	2
C[C@@H]1CN([C@H](C)CO)C(=O)Cc2cc(NC(=O)Nc3ccc4c(c3)OCO4)ccc2O[C@@H]1CN(C)Cc1ccc(C(=O)Nc2ccccc2N)cc1	/	-7
C[C@H]1CN([C@@H](C)CO)C(=O)c2cc(-c3ccc(F)cc3)cnc2O[C@@H]1CN(C)C(=O)c1ccncc1	/	18
CC(C)C#Cc1ccc2c(c1)O[C@H](CN(C)C(=O)c1cnccn1)[C@H](C)CN([C@@H](C)CO)S2(=O)=O	0.5	3
C[C@H](CO)N1C[C@H](C)[C@H](CN(C)Cc2ccc(C(=O)O)cc2)OCCCC[C@H](C)Oc2ccc(NC(=O)CCC(F)(F)F)cc2C1=O	8.5	/
C[C@@H]1CN([C@@H](C)CO)C(=O)c2cc(NC(=O)Nc3ccc(F)cc3)ccc2O[C@@H](C)CCCCO[C@@H]1CN(C)S(=O)(=O)c1ccc(F)cc1	0.4	/
C[C@H]1CN([C@@H](C)CO)C(=O)Cc2cc(NS(=O)(=O)c3cccs3)ccc2O[C@H]1CN(C)C(=O)Nc1ccc(F)cc1	0.2	/
COc1ccc(C)cc1S(=O)(=O)N(C)CC(=O)N1CCN(C)CC1	0.3	-3
COc1ccc(OC)c(NC(=O)CSc2nnc(-c3ccc(Cl)cc3Cl)n2C)c1	-0.6	-5
C[C@H](O)C#Cc1ccc2c(c1)O[C@H](CN(C)C(=O)C1CC1)[C@@H](C)CN([C@@H](C)CO)S2(=O)=O	/	17
C[C@@H]1CCCCO[C@H](CN(C)S(=O)(=O)c2ccccc2)[C@H](C)CN([C@@H](C)CO)C(=O)c2cc(NC(=O)Nc3cccc4ccccc34)ccc2O1	-3.7	/
Cc1nnc2sc(-c3ccccc3NC(=S)NC(=O)CC34CC5CC(CC(C5)C3)C4)nn12	1.1	1
O=C(COc1ccccc1[N+](=O)[O-])Nc1ccc2oc(-c3ccccc3F)nc2c1	0.0	0
C[C@@H]1CN([C@H](C)CO)C(=O)c2cc(NC(=O)Cc3cn(C)c4ccccc34)ccc2O[C@@H]1CN(C)CC1CC1	-26	0
Cc1noc(C)c1S(=O)(=O)Nc1ccc2c(c1)C(=O)N([C@H](C)CO)C[C@H](C)[C@@H](CN(C)C(=O)NC1CCCCC1)O2	5.1	/
CO[C@H]1CN(C)C(=O)c2cc(NC(=O)c3nc4ccccc4s3)ccc2OC[C@@H](C)N(Cc2ccncc2)C[C@@H]1C	25	-18
C[C@@H]1CN([C@H](C)CO)C(=O)c2cccc(NS(=O)(=O)c3cn(C)cn3)c2O[C@@H]1CN(C)S(=O)(=O)c1ccccc1	-0.1	/
C[C@H](CO)N1C[C@H](C)[C@@H](CN(C)C(=O)Cc2cccnc2)Oc2ncc(-c3cccnc3)cc2C1=O	/	20
COc1cccc(S(=O)(=O)N(C)C[C@H]2OCc3ccccc3-c3c(n(C)c4ccccc34)C(=O)N([C@H](C)CO)C[C@H]2C)c1	/	-11
COc1ccc(CN(C)C[C@H]2Oc3ccc(NC(=O)Cn4cnnn4)cc3CC(=O)N([C@H](C)CO)C[C@@H]2C)cc1	1.3	-2
Cc1cccc(S(=O)(=O)N(C)C[C@H]2OCc3ccccc3-c3c(n(C)c4ccccc34)C(=O)N([C@@H](C)CO)C[C@H]2C)c1	0.3	-45
CNC[C@H]1Oc2ccc(N(C)C)cc2C(=O)N([C@@H](C)CO)C[C@@H]1C	4.0	-4
Cc1cc(C(=O)Nc2cccc3c2O[C@H](CN(C)C(=O)NC2CCCCC2)[C@H](C)CN([C@H](C)CO)C3=O)n(C)n1	-0.6	-14
CC(NS(=O)(=O)c1ccc(F)cc1)C(=O)Nc1ccc(C(N)=O)cc1 (centres undefined)	0.5	20
CCC(=O)N(C)C[C@@H]1Oc2cc(-c3ccc(OC)cc3)ccc2S(=O)(=O)N([C@@H](C)CO)C[C@@H]1C	-0.8	4
O=C(CN1CCOCC1)NCC[C@H]1CC[C@H](NC(=O)c2ccccc2F)[C@H](CO)O1	0.0	6
O=C(COc1ccc(Br)cc1)Nc1cccc(-c2nnc(-c3ccccc3)o2)c1	0.0	6
CCCNC(=O)N(C)C[C@@H]1Oc2ncc(-c3cccc(C#N)c3)cc2C(=O)N([C@@H](C)CO)C[C@H]1C	0.4	0
CC(=O)N(C)C[C@@H]1Oc2ncc(C#CCc3ccccc3)cc2C(=O)N([C@H](C)CO)C[C@H]1C	1.1	-13
CC(C)NC(=O)N(C)C[C@H]1OCCCC[C@@H](C)Oc2ccc(NS(=O)(=O)c3ccc(F)cc3)cc2C(=O)N([C@@H](C)CO)C[C@@H]1C	0.7	/
COc1ccc(C(=O)Nc2ccc3c(c2)OC[C@@H](C)N(C(C)=O)C[C@@H](C)[C@@H](OC)CN(C)C3=O)cc1	0.0	-5
Cc1cc(C(=O)Nc2cccc3c2O[C@@H](CN(C)CC2CC2)[C@H](C)CN([C@@H](C)CO)C3=O)n(C)n1	0.5	/
CN1CCN(C(=O)C[C@H]2CC[C@@H](NS(=O)(=O)c3cccc(F)c3)[C@H](CO)O2)CC1	-0.2	13
C[C@H]1CN([C@@H](C)CO)C(=O)c2cccc(NC(=O)C3CCCCC3)c2O[C@@H]1CN(C)CC1CC1	-1.0	/
COC(=O)C[C@@H]1C[C@H]2c3cc(NS(=O)(=O)c4ccc(F)cc4)ccc3O[C@H]2[C@@H](CO)O1	-0.4	-31
Cc1noc(C)c1NC(=O)Nc1ccc2c(c1)C(=O)N([C@@H](C)CO)C[C@@H](C)[C@@H](CN(C)Cc1ccc3c(c1)OCO3)OCCCC[C@@H](C)O2	2.4	/
COc1cccc(C(=O)Nc2ccc3c(c2)C(=O)N(C)C[C@@H](OC)[C@@H](C)CN(C(=O)C2CCCC2)[C@H](C)CO3)c1	-0.3	-13
Cc1noc(C)c1S(=O)(=O)N(C)C[C@@H]1Oc2ccc(NC(=O)CCCN(C)C)cc2C(=O)N([C@@H](C)CO)C[C@@H]1C	1.2	/
C[C@@H](NC(=O)C[C@H]1CC[C@H](NC(=O)C2CC2)[C@@H](CO)O1)c1ccccc1	0.8	0
O=c1c2ccccc2cnn1Cc1n[nH]c(=S)n1-c1ccc2c(c1)OCCO2	3.3	/
COc1cccc(-c2cccc(-c3nc(C(=O)NCC(F)(F)F)cc4c3[C@H](CCO)N([S@@](=O)C(C)(C)C)C4)c2)c1	0.5	-3
O=C(C[C@H]1C=C[C@H](NS(=O)(=O)c2cccc(F)c2)[C@@H](CO)O1)N1CCCCC1	0.2	7
CO[C@H]1CN(C)C(=O)c2cc(NS(C)(=O)=O)ccc2OC[C@@H](C)N(CC2CC2)C[C@@H]1C	0.3	-6
Cc1ccc(-c2cnc3c(c2)C(=O)N([C@@H](C)CO)C[C@@H](C)[C@@H](CN(C)C(=O)Cc2ccncc2)O3)cc1	/	-6
C[C@@H]1CN([C@H](C)CO)C(=O)c2cccc(NC(=O)c3ccc(-c4nccs4)cc3)c2O[C@@H]1CN(C)CC1CC1	-0.6	/
COc1ccc(NC(=O)N(C)C[C@@H]2Oc3ccc(NC(=O)CCN4CCOCC4)cc3C(=O)N([C@H](C)CO)C[C@@H]2C)cc1	2.0	9
Later entries
SMILES	IDH1 mut inh	EZH2 inh
COc1ccc(Cl)cc1NC(=O)CSc1nnnn1-c1ccc(C(=O)O)cc1	-0.2	-6
CCCNC(=O)N[C@H]1CC[C@@H](CC(=O)NCCc2ccccc2)O[C@@H]1CO	0.4	1
COc1ccc(-c2nc3c(c(SC)n2)COC(C)(C)C3)cc1	-0.7	-11
C[C@H]1CN([C@@H](C)CO)C(=O)c2cccc(NC(=O)Nc3ccc(F)cc3)c2O[C@@H]1CN(C)CC1CCCCC1	/	-41
CNC[C@H]1Oc2c(NS(C)(=O)=O)cccc2C(=O)N([C@@H](C)CO)C[C@@H]1C	0.2	-5
Cc1cc(I)ccc1NC(=O)Cn1ccc([N+](=O)[O-])n1	0.7	-5
CC(CN(C)C)CN1c2ccccc2CCc2ccccc21 (centres undefined)	1.8	/
CO[C@@H]1CN(C)C(=O)c2ccc(NC(=O)c3ccc(-c4ccccc4)cc3)cc2OC[C@H](C)NC[C@@H]1C	0.0	-20
CCn1c(SCC(=O)Nc2ccc(OC)c(Cl)c2)nnc1-c1ccc(C)cc1	0.0	7
Cc1noc(C)c1S(=O)(=O)Nc1ccc2c(c1)C(=O)N([C@H](C)CO)C[C@@H](C)[C@H](CN(C)Cc1ccc(C(F)(F)F)cc1)O2	1.7	3
Cc1ccc2c(c1O)C(=O)c1ccc(O[C@@H]3O[C@H](CO[C@@H]4OC[C@@H](O)[C@H](O)[C@H]4O)[C@@H](O)[C@H](O)[C@H]3O)cc1C2=O	0.2	11
C=C1CCC2[C@](C)(CCC[C@]2(C)C(=O)O)[C@H]1CC/C(C)=C/C(=O)O (some centres undefined)	0.0	-17
O=C(C[C@H]1C=C[C@H](NC(=O)Nc2cccc(F)c2)[C@@H](CO)O1)NCC1CCCCC1	0.0	1
CC(=O)N(C)C[C@@H]1Oc2cc(-c3ccccc3C)ccc2S(=O)(=O)N([C@@H](C)CO)C[C@H]1C	-1.5	8
Cc1noc(C)c1S(=O)(=O)Nc1ccc2c(c1)C(=O)N([C@H](C)CO)C[C@H](C)[C@H](CN(C)S(=O)(=O)c1ccc(Cl)cc1)OCCCC[C@@H](C)O2	1.9	/

Another view of some results above:
| structure | IDH1 mut inh | EZH2 inh |
| --- | --- | --- |
| C[C@H]1CN([C@@H](C)CO)C(=O)c2cccc(NC(=O)Nc3ccc(F)cc3)c2O[C@@H]1CN(C)CC1CCCCC1 | / | -41 |
| CNC[C@H]1Oc2c(NS(C)(=O)=O)cccc2C(=O)N([C@@H](C)CO)C[C@@H]1C | 0.2 | -5 |
| Cc1cc(I)ccc1NC(=O)Cn1ccc([N+](=O)[O-])n1 | 0.7 | -5 |
| CC(CN(C)C)CN1c2ccccc2CCc2ccccc21 (centres undefined) | 1.8 | / |
| CO[C@@H]1CN(C)C(=O)c2ccc(NC(=O)c3ccc(-c4ccccc4)cc3)cc2OC[C@H](C)NC[C@@H]1C | 0.0 | -20 |
| CCn1c(SCC(=O)Nc2ccc(OC)c(Cl)c2)nnc1-c1ccc(C)cc1 | 0.0 | 7 |
| Cc1noc(C)c1S(=O)(=O)Nc1ccc2c(c1)C(=O)N([C@H](C)CO)C[C@@H](C)[C@H](CN(C)Cc1ccc(C(F)(F)F)cc1)O2 | 1.7 | 3 |
| Cc1ccc2c(c1O)C(=O)c1ccc(O[C@@H]3O[C@H](CO[C@@H]4OC[C@@H](O)[C@H](O)[C@H]4O)[C@@H](O)[C@H](O)[C@H]3O)cc1C2=O | 0.2 | 11 |
| C=C1CCC2[C@](C)(CCC[C@]2(C)C(=O)O)[C@H]1CC/C(C)=C/C(=O)O (some centres undefined) | 0.0 | -17 |
| O=C(C[C@H]1C=C[C@H](NC(=O)Nc2cccc(F)c2)[C@@H](CO)O1)NCC1CCCCC1 | 0.0 | 1 |
| CC(=O)N(C)C[C@@H]1Oc2cc(-c3ccccc3C)ccc2S(=O)(=O)N([C@@H](C)CO)C[C@H]1C | -1.5 | 8 |
| Cc1noc(C)c1S(=O)(=O)Nc1ccc2c(c1)C(=O)N([C@H](C)CO)C[C@H](C)[C@H](CN(C)S(=O)(=O)c1ccc(Cl)cc1)OCCCC[C@@H](C)O2 | 1.9 | / |

Continuation.
SMILES	IDH1 mut inh	EZH2 inh
CCOC(=O)Cc1nc(OCC(=O)c2ccc(F)cc2)cs1	-0.7	3
CNC[C@@H]1Oc2cc(-c3ccncc3)ccc2S(=O)(=O)N([C@H](C)CO)C[C@H]1C	-9.8	-15
Cc1ccc(S(=O)(=O)Nc2ccc3c(c2)C(=O)N([C@H](C)CO)C[C@H](C)[C@H](CN(C)C(=O)CCCN(C)C)OCCCC[C@H](C)O3)cc1	-17	/
Cc1noc(C)c1NC(=O)N(C)C[C@H]1Oc2c(NC(=O)Nc3ccccc3)cccc2C(=O)N([C@H](C)CO)C[C@@H]1C	-0.4	/

A portion of the library (hit frequency here may not be typical).
